hiPSC survival – increases survival of single human iPS cells. hiPSC single-cell survival, ATPlite luminescence; 100% = ROCK inhibitor wells, 0% = DMSO. survival enhancement, % at 20 µM. 360,000 tested, 0.044% active. AID 602274; in the data active means survival enhancement above about 18%;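 further: cells exposed to compounds for 16 hours before the ATP read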
TWEAK-Fn14 inh – blocks TWEAK-Fn14 interaction in a reporter cell assay. inhibition, % at 10 µM. 360,000 tested, 2% active. TWEAK-stimulated Fn14 reporter cells, luciferase luminescence, 8 h; in the data active means inhibition above about 50%
Shn3 inh set2 – inhibitors of Schnurri-3 3'UTR reporter in osteoblasts. 360,000 tested, 0.52% active. Clone20 osteoblast Shn3 3'UTR firefly luciferase, 24 h. AID 588674. inhibition, % at 12.5 µM;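 active means mean inhibition of at least 75% with every replicate also reaching 75%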;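 further: 0% = median of neutral control wells and 100% = pilot-screen positive control compound; some compounds past the cut are filed as inactive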
HIF-2a block – HIF-2a inhibition; 786-0 RCC cells HIF-2a reporter, luciferase luminescence, overnight; inhibition, % at 18.8 µM; 360,000 tested, 0.72% active; AID 624352;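 active means inhibition of the luminescence signal of 40% or more relative to plate controls, in a single-dose primary screen at 18.75 µM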
KKLEB tox – counter-screen for CF NF-kB inhibitors: cytotoxicity; 360,000 tested, 0.36% active; KKLEB CF airway cells viability, ATPlite luminescence, overnight; hits give low values; cells stimulated with P. aeruginosa culture filtrate; activity change (cytotoxicity), % at 5 µM; AID 602141;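 active means corrected activity change at or below -50% at 5 µM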
Peg3 prom inh – Peg3 promoter activity inhibition; HeLa PEG-Prom luciferase reporter, luminescence, overnight; inhibition, % at 20 µM; 360,000 tested, 1.7% active;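 active means inhibition of at least 50% at 20 µM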
TRPM1 prom inh – MITF TRPM1 promoter inhibition in SK-MEL-5 cells; inhibition, % at 12.5 µM; 330,000 tested, 0.83% active; SK-MEL-5 TRPM1 promoter luciferase, 24 h;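 active means mean inhibition across replicates of 60% or more, whatever share of single replicates reaches that level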; further: values of inactives mirror those of a sister screen read the other way
NR2E3 ag-1 – human photoreceptor-specific nuclear receptor agonism | Q9Y5X4 | CHO-S Gal4-NCOR/VP16-NR2E3 two-hybrid, luciferase | inhibition of corepressor binding, % at 3.98 µM | 360,000 tested, 0.35% active | AID 602229;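 active means inhibition above the mean of all tested compounds plus 3 SD, cut at about 70% in these data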;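 further: 0% = DMSO with NR2E3 transfected cells and 100% = cells lacking NR2E3 construct; higher means lower luciferase signal from less NR2E3 corepressor binding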
Target sequence (Q9Y5X4 whole entry, looked up, the tested form may be a part): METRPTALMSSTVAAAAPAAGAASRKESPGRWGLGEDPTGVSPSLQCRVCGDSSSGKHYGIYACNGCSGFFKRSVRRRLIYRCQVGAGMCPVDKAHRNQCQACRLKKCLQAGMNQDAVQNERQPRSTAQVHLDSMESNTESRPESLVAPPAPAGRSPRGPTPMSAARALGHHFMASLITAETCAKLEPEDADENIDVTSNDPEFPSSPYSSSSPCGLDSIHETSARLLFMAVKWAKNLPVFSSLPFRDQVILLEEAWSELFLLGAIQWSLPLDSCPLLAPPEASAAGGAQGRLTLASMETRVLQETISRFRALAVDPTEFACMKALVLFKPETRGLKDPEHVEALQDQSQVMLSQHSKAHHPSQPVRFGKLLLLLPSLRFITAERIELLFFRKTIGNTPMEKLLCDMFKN
CF NFkB block – cystic fibrosis NF-kB activation inhibition. KKLEB NF-kB-GFP reporter, PAF-induced, GFP fluorescence overnight. inhibition, % at 5 µM. 360,000 tested, 0.86% active. AID 588850;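 active means at least 50% inhibition at 5 µM, scaled per plate between neutral and stimulator controls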;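 further: PAF is a Pseudomonas aeruginosa culture filtrate used as stimulus; plate controls were PAF-stimulated DMSO wells for no effect and unstimulated DMSO wells for full effect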
aDG glyco act – increases alpha dystroglycan glycosylation. Pro5-aDG cells, alpha-DG glycosylation AlphaScreen (IIH6); 0% Pro5, 100% B10-LARGE cell signal. activation, % at 10 µM. 360,000 tested, 0.22% active. AID 624168;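 active means activation of at least 8% versus controls, or a plate z-score of at least 8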;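 further: Pro5 are CHO cells carrying HIG-tagged alpha-DG that lacks glycosylation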
NR2E3 ag-2 – activates human photoreceptor nuclear receptor NR2E3; Q9Y5X4; inhibition of corepressor binding, % at 4.78 µM; 320,000 tested, 0.12% active; GST-NR2E3/biotin-RetCOR TR-FRET, 1536-well; AID 2300;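 active means percent inhibition above the cutoff of mean plus 3 SD of all tested compounds, set per screening campaign, cut at about 20% in these data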;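 further: 0% = DMSO wells and 100% = biotin wells as full block of FRET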
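System: GST-tagged NR2E3 plus biotinylated RetCOR corepressor; Buffer or medium: pH 7.5 Tris-based buffer; Probe or stimulus: RetCOR corepressor, biotinylated, 7 nM; Doses: compound at 4.8 µM, single dose; Schedule: 5 h incubation at 4 °C; Technique: time-resolved FRET; Evaluation: percent inhibition of TR-FRET ratio; Replication: one well per compound, singlicate testing.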
Numbers without * were called inactive. Hits appear at their usual frequency. About 4.4% of those tested had a hit in this group.

What do the screens show for `C/C=C(/C)C(=O)Nc1cccc(C2=NOC3(C2)C[C@@H](C(N)=O)N(C(=O)/C=C/CC)C3)c1` (stereo partly drawn)?
hiPSC survival: 0.2; TWEAK-Fn14 inh: -9; Shn3 inh set2: 2; HIF-2a block: 1; KKLEB tox: 5; Peg3 prom inh: 0; TRPM1 prom inh: 0; NR2E3 ag-1: -26; CF NFkB block: -10; aDG glyco act: 0.2; NR2E3 ag-2: 2

How did O=C(NN=Cc1ccc2c(c1)CCC2)c1cccc([N+](=O)[O-])c1 do in these assays?
hiPSC survival: 0.6; TWEAK-Fn14 inh: -54; Shn3 inh set2: -21; HIF-2a block: -73; KKLEB tox: -14; Peg3 prom inh: -8; NR2E3 ag-1: -14; CF NFkB block: 15; aDG glyco act: 0.3

What do the screens show for `Cn1c(=O)c2[nH]c(N=NN3CCCCC3)nc2n(C)c1=O`?
hiPSC survival: -1.7; TWEAK-Fn14 inh: 27; Shn3 inh set2: 10; HIF-2a block: 2; KKLEB tox: 6; Peg3 prom inh: -3; TRPM1 prom inh: -5; NR2E3 ag-1: 23; CF NFkB block: -12; aDG glyco act: -0.2

Results for Cc1c(NC(=O)c2coc(=O)c(Br)c2)c(=O)n(-c2ccccc2)n1C ?
hiPSC survival: 6.0; TWEAK-Fn14 inh: 66*; Shn3 inh set2: -5; HIF-2a block: 13; KKLEB tox: 6; Peg3 prom inh: 5; TRPM1 prom inh: 7; NR2E3 ag-1: -2; CF NFkB block: -9; aDG glyco act: 0.2; NR2E3 ag-2: 0

Results for C=CCn1c(Cc2csc(N)n2)nnc1SCc1ccc(C(=O)OC)cc1 ?
hiPSC survival: -1.4; TWEAK-Fn14 inh: 14; Shn3 inh set2: -15; HIF-2a block: 1; KKLEB tox: 5; Peg3 prom inh: 8; TRPM1 prom inh: -4; NR2E3 ag-1: -3; CF NFkB block: 10; aDG glyco act: 0.0; NR2E3 ag-2: 1

Results for Nc1cc(=O)[nH]c(SCc2ccccc2Cl)n1 ?
hiPSC survival: -0.2; TWEAK-Fn14 inh: -18; Shn3 inh set2: 15; HIF-2a block: 18; KKLEB tox: -1; Peg3 prom inh: 8; TRPM1 prom inh: 4; NR2E3 ag-1: -6; CF NFkB block: -3; aDG glyco act: -0.1; NR2E3 ag-2: 4

Results for Cc1cccc(C(=O)OCC(=O)NCCN2C(=O)CSC2=O)c1[N+](=O)[O-] ?
hiPSC survival: -0.4; TWEAK-Fn14 inh: -15; Shn3 inh set2: 0; HIF-2a block: -2; KKLEB tox: 12; Peg3 prom inh: 3; NR2E3 ag-1: 18; CF NFkB block: 10; aDG glyco act: 0.0

How did Cn1cccc1C(=O)N1CCc2ccccc2C1 do in these assays?
hiPSC survival: -0.3; TWEAK-Fn14 inh: 7; Shn3 inh set2: -7; HIF-2a block: -51; KKLEB tox: 10; Peg3 prom inh: -69; TRPM1 prom inh: -14; NR2E3 ag-1: -4; CF NFkB block: -6; aDG glyco act: -0.2; NR2E3 ag-2: 2

How did COCCN(C(=O)COC(=O)c1cc2ccccc2cc1O)c1c(N)n(Cc2ccccc2)c(=O)[nH]c1=O do in these assays?
hiPSC survival: -0.6; TWEAK-Fn14 inh: -11; Shn3 inh set2: -5; HIF-2a block: -10; KKLEB tox: -7; Peg3 prom inh: -3; TRPM1 prom inh: -2; NR2E3 ag-1: -19; CF NFkB block: -18; aDG glyco act: 0.0; NR2E3 ag-2: -1

What do the screens show for `CN(C)CCCOc1nc2c(c(=O)n(C)c(=O)n2C)n1C`?
hiPSC survival: 0.4; TWEAK-Fn14 inh: 0; Shn3 inh set2: -10; HIF-2a block: 5; KKLEB tox: 1; Peg3 prom inh: 5; TRPM1 prom inh: -3; NR2E3 ag-1: 26; CF NFkB block: -9; aDG glyco act: 0.1; NR2E3 ag-2: 3

What do the screens show for `Fc1ccc(NC(=S)N2CCCC(c3ccccc3)=N2)cc1`?
hiPSC survival: -0.6; TWEAK-Fn14 inh: -1; Shn3 inh set2: 5; HIF-2a block: -5; KKLEB tox: -4; Peg3 prom inh: 26; TRPM1 prom inh: 16; NR2E3 ag-1: 17; CF NFkB block: 0; aDG glyco act: -0.1; NR2E3 ag-2: 2

Results for CCOC(=O)C1Oc2ccccc2C(c2cccc3ccccc23)=C1C(=O)OC (stereo not drawn) ?
hiPSC survival: -1.3; TWEAK-Fn14 inh: -4; Shn3 inh set2: 7; HIF-2a block: 21; KKLEB tox: 12; Peg3 prom inh: 11; TRPM1 prom inh: 15; NR2E3 ag-1: -15; CF NFkB block: -7; aDG glyco act: 0.2

What do the screens show for `Cc1ccc2cc(CN(CCN3CCOCC3)C(=O)NCc3ccccc3)c(=O)[nH]c2c1C`?
hiPSC survival: -1.4; TWEAK-Fn14 inh: 20; Shn3 inh set2: -3; HIF-2a block: 17; KKLEB tox: 1; Peg3 prom inh: 6; TRPM1 prom inh: 3; NR2E3 ag-1: 24; CF NFkB block: -10; aDG glyco act: 0.2

What do the screens show for `O=C(Nc1ccccc1N1CCOCC1)c1ccc(Cl)c(S(=O)(=O)NCc2ccco2)c1`?
hiPSC survival: -0.5; TWEAK-Fn14 inh: -17; Shn3 inh set2: 10; HIF-2a block: 10; KKLEB tox: -10; Peg3 prom inh: 21; TRPM1 prom inh: -9; NR2E3 ag-1: -16; CF NFkB block: 7; aDG glyco act: 0.2; NR2E3 ag-2: 1

What do the screens show for `Cc1ccc(S(=O)(=O)NCc2csc(-c3cccs3)n2)cc1`?
hiPSC survival: -0.3; TWEAK-Fn14 inh: 3; Shn3 inh set2: 12; HIF-2a block: 21; KKLEB tox: 15; Peg3 prom inh: 11; TRPM1 prom inh: -3; NR2E3 ag-1: 4; CF NFkB block: -15; aDG glyco act: 0.1; NR2E3 ag-2: -1

How did COc1cc(OC)cc(-c2cc3nc(C)c(CCC(=O)O)c(=O)n3[nH]2)c1 do in these assays?
hiPSC survival: -0.4; TWEAK-Fn14 inh: 17; Shn3 inh set2: -18; HIF-2a block: 7; KKLEB tox: 14; Peg3 prom inh: 4; TRPM1 prom inh: 3; NR2E3 ag-1: 14; CF NFkB block: -12; aDG glyco act: -0.1; NR2E3 ag-2: -3

Results for CCCCCCCNC(=O)C1(CC2CC(c3cccc(Br)c3)=NO2)CCN(C(=O)OC(C)(C)C)CC1 (stereo not drawn) ?
hiPSC survival: 0.5; TWEAK-Fn14 inh: -41; Shn3 inh set2: -7; HIF-2a block: -52; KKLEB tox: -5; Peg3 prom inh: -29; TRPM1 prom inh: -17; NR2E3 ag-1: -25; CF NFkB block: 1; aDG glyco act: 0.4; NR2E3 ag-2: 2

What do the screens show for `Cc1cccc(NC(=S)N/N=C/c2ccc(Cl)c([N+](=O)[O-])c2)c1`?
hiPSC survival: 2.3; TWEAK-Fn14 inh: -26; Shn3 inh set2: 9; HIF-2a block: -4; KKLEB tox: -2; Peg3 prom inh: 62*; TRPM1 prom inh: 10; NR2E3 ag-1: 2; CF NFkB block: -5; aDG glyco act: -0.1; NR2E3 ag-2: -4

What do the screens show for `Cc1nn(C)c(C)c1S(=O)(=O)N(CC(=O)N1CCc2ccccc21)c1ccc(C(C)C)cc1`?
hiPSC survival: -3.8; TWEAK-Fn14 inh: -14; Shn3 inh set2: 19; HIF-2a block: 5; KKLEB tox: -8; Peg3 prom inh: 12; TRPM1 prom inh: 6; NR2E3 ag-1: -42; CF NFkB block: 2; aDG glyco act: 0.0; NR2E3 ag-2: 7

How did NC(=O)c1c(NC(=O)c2ccccc2)sc2c1CCC2 do in these assays?
hiPSC survival: -0.5; TWEAK-Fn14 inh: 7; Shn3 inh set2: -50; HIF-2a block: -314; KKLEB tox: 15; Peg3 prom inh: -318; TRPM1 prom inh: -23; NR2E3 ag-1: -141; CF NFkB block: -27; aDG glyco act: -0.1; NR2E3 ag-2: 4

Quoted at random: 2 entries already listed
What do the screens show for `Fc1ccc(NC(=S)N2CCCC(c3ccccc3)=N2)cc1`?
hiPSC survival: -0.6; TWEAK-Fn14 inh: -1; Shn3 inh set2: 5; HIF-2a block: -5; KKLEB tox: -4; Peg3 prom inh: 26; TRPM1 prom inh: 16; NR2E3 ag-1: 17; CF NFkB block: 0; aDG glyco act: -0.1; NR2E3 ag-2: 2

What do the screens show for `Cc1ccc2cc(CN(CCN3CCOCC3)C(=O)NCc3ccccc3)c(=O)[nH]c2c1C`?
hiPSC survival: -1.4; TWEAK-Fn14 inh: 20; Shn3 inh set2: -3; HIF-2a block: 17; KKLEB tox: 1; Peg3 prom inh: 6; TRPM1 prom inh: 3; NR2E3 ag-1: 24; CF NFkB block: -10; aDG glyco act: 0.2

Next part.
Results for CN(C)S(=O)(=O)c1ccc(-c2cn3ccccc3n2)cc1 ?
hiPSC survival: -2.5; TWEAK-Fn14 inh: -2; Shn3 inh set2: -64; HIF-2a block: -199; KKLEB tox: 2; Peg3 prom inh: -221; TRPM1 prom inh: -36; NR2E3 ag-1: -65; CF NFkB block: 1; aDG glyco act: -0.5; NR2E3 ag-2: 1

Results for Cc1c(NC(=O)C(C)OC(=O)/C=C/c2ccc3c(c2)OCO3)c(=O)n(-c2ccccc2)n1C (stereo not drawn) ?
hiPSC survival: -0.8; TWEAK-Fn14 inh: -3; Shn3 inh set2: -32; HIF-2a block: 1; KKLEB tox: 3; Peg3 prom inh: -67; TRPM1 prom inh: -16; NR2E3 ag-1: -20; CF NFkB block: 0; aDG glyco act: -0.1; NR2E3 ag-2: -3

How did Cc1ccc(SCC(=O)NNC(=O)CNC(=O)c2ccccc2F)cc1 do in these assays?
hiPSC survival: -1.5; TWEAK-Fn14 inh: 0; Shn3 inh set2: 0; HIF-2a block: 16; KKLEB tox: 7; Peg3 prom inh: -2; TRPM1 prom inh: 0; NR2E3 ag-1: -1; CF NFkB block: -12; aDG glyco act: -0.2

Results for CCCC(=O)Nc1ccc(C(=O)N/N=C/c2ccc[nH]2)cc1 ?
hiPSC survival: -1.4; TWEAK-Fn14 inh: -10; Shn3 inh set2: 3; HIF-2a block: 26; KKLEB tox: 14; Peg3 prom inh: 11; TRPM1 prom inh: 6; NR2E3 ag-1: 7; CF NFkB block: -23; aDG glyco act: -0.2; NR2E3 ag-2: 2

Results for CCn1c(=O)c(C(=O)Nc2ccccc2F)c(O)c2ccccc21 ?
hiPSC survival: 1.4; TWEAK-Fn14 inh: -13; Shn3 inh set2: -7; HIF-2a block: -49; KKLEB tox: -2; Peg3 prom inh: -33; TRPM1 prom inh: 5; NR2E3 ag-1: -16; CF NFkB block: 10; aDG glyco act: 0.3; NR2E3 ag-2: 2

What do the screens show for `CC(C)C[C@H](NC(=O)c1nc[nH]c1C(=O)NCCCCCNC(=O)OC(C)(C)C)C(=O)OC(C)(C)C`?
hiPSC survival: 6.7; TWEAK-Fn14 inh: -6; Shn3 inh set2: 21; HIF-2a block: 19; KKLEB tox: -1; Peg3 prom inh: 21; TRPM1 prom inh: -5; NR2E3 ag-1: -5; CF NFkB block: -11; aDG glyco act: 1.4; NR2E3 ag-2: -1
